AmpC no deterg: qHTS Inhibitors of AmpC Beta-Lactamase (assay without detergent). P00811. hit rate 0.52% among 330,000. Potency, µM (highest dose often 57.1 µM), for the others: top-dose activity change, negative = inhibition, hits mostly inhibitors. AmpC nitrocefin hydrolysis, absorbance 480 nm, 0.0001% Triton;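 also: potency is read from the fitted curve at half-maximal effect; plate controls were no compound for no effect and no enzyme for full effect; nearly all actives have a fitted effect of over 20% in size; some results filed as inactive show a strong effect at the top dose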
Target sequence (P00811 whole entry, looked up): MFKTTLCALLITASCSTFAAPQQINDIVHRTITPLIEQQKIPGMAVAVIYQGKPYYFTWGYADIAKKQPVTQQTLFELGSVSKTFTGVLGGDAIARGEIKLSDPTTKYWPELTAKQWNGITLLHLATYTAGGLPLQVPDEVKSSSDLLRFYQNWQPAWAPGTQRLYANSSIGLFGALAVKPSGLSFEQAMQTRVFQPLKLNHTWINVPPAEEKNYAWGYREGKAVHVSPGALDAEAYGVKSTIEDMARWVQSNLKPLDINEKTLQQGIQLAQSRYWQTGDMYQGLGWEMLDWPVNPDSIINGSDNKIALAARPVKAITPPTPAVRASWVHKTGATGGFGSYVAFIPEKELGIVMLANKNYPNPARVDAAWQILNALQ
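AmpC (5.3 nM in the dispensed reagent) in 20 mM phosphate pH 7.0 with 0.01% (detergent screen) or 0.0001% Triton X-100 was preincubated with compounds for 15 min at room temperature. Nitrocefin was then added from an 800 uM solution, and hydrolysis was followed at 480 nm.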
AmpC detergent: qHTS Inhibitors of AmpC Beta-Lactamase (assay with detergent). hit rate 0.041% among 370,000. Potency, µM (doses to about 114 µM), for the others: top-dose activity change, negative = inhibition, hits mostly inhibitors. P00811. AmpC hydrolysis of nitrocefin, absorbance 480 nm, 0.01% Triton;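 also: potency is read from the fitted curve at half-maximal effect; 0% = no-compound wells and -100% = no-enzyme wells; nearly all actives have a fitted effect of over 25% in size; some results filed as inactive show a strong effect at the top dose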
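20 mM phosphate pH 7.0 + 0.01% (detergent screen) or 0.0001% Triton X-100; 5.3 nM AmpC reagent; cpd preinc 15 min RT; nitrocefin (800 uM stock) to start; A480 q20 s × 4 min; Activity was normalised to no-enzyme and no-compound control wells.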
LmPK inhibitor: qHTS Assay for Inhibitors of Leishmania Mexicana Pyruvate Kinase (LmPK); purified LmPK, Kinase-Glo ATP luminescence, 1 h; AID 1721, 2009; Potency, µM (highest dose often 57.5 µM), inactives show top-dose activity change, negative = inhibition, hits mostly inhibitors; Q27686; hit rate 0.37% among 290,000; also: potency is read from the fitted curve at half-maximal effect
Target sequence (Q27686 whole entry, looked up): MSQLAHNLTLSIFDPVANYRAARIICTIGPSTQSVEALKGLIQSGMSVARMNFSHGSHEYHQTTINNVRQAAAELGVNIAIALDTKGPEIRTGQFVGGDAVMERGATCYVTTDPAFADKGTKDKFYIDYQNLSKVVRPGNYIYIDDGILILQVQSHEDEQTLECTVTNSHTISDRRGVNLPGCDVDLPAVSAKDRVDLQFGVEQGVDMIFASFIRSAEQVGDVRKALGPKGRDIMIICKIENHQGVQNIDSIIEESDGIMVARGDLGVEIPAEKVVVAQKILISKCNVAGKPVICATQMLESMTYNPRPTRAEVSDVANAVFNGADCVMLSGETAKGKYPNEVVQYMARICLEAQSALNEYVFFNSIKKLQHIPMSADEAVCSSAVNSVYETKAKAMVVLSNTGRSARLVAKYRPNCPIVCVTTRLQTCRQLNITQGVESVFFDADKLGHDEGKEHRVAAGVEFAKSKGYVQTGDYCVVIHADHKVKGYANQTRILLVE
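In 50 mM imidazole pH 7.2 with 7 mM MgCl2, LmPK (0.1 nM) turned over PEP (0.5 mM) and ADP (0.1 mM) for 1 h at room temperature. Luciferase read-out of ATP.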
HCMV inh: qHTS Assay for inhibitors of the human cytomegalovirus (HCMV) | HFF cells, HCMV-luciferase reporter, 72 h; stronger effect = lower value | activity change, negative = inhibition, % at 57.5 µM | hit rate 4.5% among 410,000 | AID 1259415, 2018; in the data active = activity change below about -60%; inconclusive = no clear call, values can overlap the other calls; inactive = above about -39%
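Steps: HFFs plated, 16 h 37C; compounds added; HCMV-luciferase added to MOI 1 PFU/cell; 72 h 37C; OneGlo reagent, 5 min room temperature; luminescence read, normalized to controls.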
Sm TGR block: qHTS Assay for the Inhibitors of Schistosoma Mansoni Peroxiredoxins; purified TGR, DTNB reduction, TNB absorbance 405 nm; hit rate 3% among 360,000; Potency, µM (highest dose often 114 µM), for the others: at the highest dose activity change, negative = inhibition, usual class: inhibitors; AID 485364, 2010; also: potency is read from the fitted curve at half-maximal effect; nearly all actives have a fitted effect of over 60% in size
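Kinetic colorimetric format: TGR-catalysed, NADPH-driven DTNB reduction monitored via TNB absorbance. Enzyme dispensed at 20 nM; compound exposure 15 min at room temperature before reaction start.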
AMA1-RON2 inh: qHTS for Inhibitors of AMA1-RON; Towards Development of Antimalarial Drug Lead: Primary Screen; Plasmodium falciparum AMA1 (3D7) - RON2 peptide interaction; AlphaScreen AMA1-biotinylated RON2 peptide binding; Potency, µM (doses to about 58.2 µM), for the others: at the top dose activity change, negative = inhibition, usual class: inhibitors; hit rate 0.2% among 360,000; AID 720542, 2013;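 also: potency is read from the fitted curve at half-maximal effect; 0% = vehicle wells and -100% = peptide control; nearly all actives have a fitted effect of over 45% in size; some results filed as inactive show a strong effect at the top dose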
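AMA1 (3D7) with his tag at 25 nM final met compounds first, then biotinylated RON2 peptide at 25 nM; detection used donor plus acceptor beads, 10 µg/mL apiece, read by AlphaScreen after 30 min at room temperature.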
Tb PYK inh: qHTS of Trypanosoma Brucei Inhibitors; TbPYK enzyme, Kinase-Glo Plus ATP luminescence, 45 min; Potency, µM (highest dose often 76.8 µM), without a hit: at the highest dose activity, negative = inhibition, actives largely listed as inhibitors; hit rate 0.12% among 410,000; pyruvate kinase (Trypanosoma brucei), Q57TT1; also: potency is read from the fitted curve at half-maximal effect; nearly all actives have a fitted effect of over 50% in size
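Glycolytic pyruvate kinase of T. brucei was incubated with substrate, test compound and 130 uM ADP for 45 minutes at room temperature. Luminescent Kinase-Glo Plus signal was measured after 10 minutes.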
* hit, by the source's call; ? = inconclusive; · = not tested or not shown; & = joins results of further samples; [ ] = another dose, or the depositor's remark. Unless noted, calls follow the shape of the dose curve; as a rule, active = well fitted curve in the direction sought with a large enough effect; inconclusive = small, poorly fitted or top-dose-only effect, or another doubt; inactive = no such curve, though single readings can be large; an effect the other way counts as inactive or inconclusive. Unless noted, % is scaled to controls: 0 for no effect and ±100 for the full control effect. This is a random part of the collection. About 7.4% of those tested had a hit in this group.

mol	AmpC no deterg	AmpC detergent	LmPK inhibitor	HCMV inh	Sm TGR block	AMA1-RON2 inh	Tb PYK inh
CSC1=NN(c2ccccc2)CN(c2ccccc2)N1C	·	·	·	-26.1	·	?	-11.3%
CC1=NN(C(C#N)c2c(C)nn(Cc3ccccc3)c2C)C(C)(C)C1 (centres undefined)	-1.0%	2.3%	-2.0%	1.7	·	6.2%	1.2%
CCn1c(SCC(=O)Nc2ccc(C)cc2)nc2nc3c(cc2c1=O)COC(C)(C)C3	-4.0%	-6.2%	5.9%	-3.8	1.6%	3.4%	2.8%
COc1ccccc1C(=O)NCCC(=O)NCC(c1ccco1)N1CCCCC1 (centres undefined)	2.0%	-17.7%	·	-8.5	-3.4%	16.1%	-2.4%
COc1ccc(S(=O)(=O)N2CCCC2CNC(=O)C(=O)NC2CCCC2)cc1 (centres undefined)	·	·	·	-3.9	·	11.1%	-0.3%
Cc1onc(-c2c(Cl)cccc2Cl)c1C(=O)NCC1CCCO1 (centres undefined)	-12.7%	1.8%	-1.9%	45.4	-19.2%	-5.9%	0.4%
Cc1ccc2nc3c(c(C(=O)OCC(=O)N(C)C4CCS(=O)(=O)C4)c2c1)CCCC3 (centres undefined)	45.0%	6.8%	4.4%	3.0	2.0%	-2.7%	0.3%
O=C(Cn1nnc(-c2ccccc2F)n1)NCCc1ccccc1	-19.4%	-14.1%	-6.5%	-18.6	-5.3%	12.5%	2.7%
CCc1ccccc1NC(=S)N(CCN(C)C)Cc1cccs1	-10.7%	-2.4%	-6.9%	-15.1	-10.1%	-11.1%	-0.3%
COc1ccc2c(c1)c(=O)c(S(=O)(=O)c1ccccc1)cn2CC(=O)Nc1ccc(C)c(Cl)c1	·	-3.5%	·	19.4	-0.9%	·	-8.5%
CC(=O)N1C[C@H]2CON(C)[C@H]2C[C@H]1c1cccc(N2CCOCC2)c1	·	·	·	4.5	·	0.0%	-11.1%
O=C(NC1CC1)C1=C[C@H](c2coc3ccccc3c2=O)C[C@H](OCc2ccc(CO)cc2)O1	·	·	·	-8.6	·	8.9%	5.1%
Cc1ccc(-n2ncc3c2CC(C)(C)CC3NC(=O)c2c(C)noc2C)cc1 (centres undefined)	86.5%[activator]	-0.8%	-9.2%	-18.9	-13.6%	-8.7%	-1.3%
CC(=O)Nc1cccc(NC(=O)CSc2nnc3ccc(-c4cccnc4)nn23)c1	-18.8%	?	·	-25.5	-9.8%	-5.7%	1.8%
CS(=O)(=O)N(CCc1ccccc1)CC(=O)NCc1ccccc1Cl	36.3%	2.6%	4.2%	4.8	0.1%	-4.7%	17.5%
CN(C(=O)CSc1nnc(-c2ccccc2F)o1)C1CCCCC1	·	25.4%	·	13.3	2.4%	·	-5.2%
CC(C)c1ccc(NC(=O)CCS(=O)(=O)c2ccc(Br)s2)cc1	·	-7.6%	·	-5.9	-8.4%	·	2.4%
COc1ccc(C(=O)C2CCN(C(=O)c3ccc(F)cc3)CC2)cc1	18.5%	-17.3%	1.4%	?	4.3%	2.7%	2.6%
O=C(c1ccc(Cl)cc1)N1CCN(C(=O)C2CCCCC2)CC1	58.6%	1.3%	-8.7%	51.5	-23.1%	-7.0%	-6.5%
Cc1ccccc1Oc1ccc2c(c1)[C@@H]1C[C@H](N(C)C(=O)c3ccc(C#N)cc3)[C@H]([C@H](C)O)C(=O)N1CC2	·	·	·	-12.0	·	-14.5%	-1.6%
Cc1ccc(N2CC(C(=O)Nc3ccc(S(=O)(=O)Nc4nccs4)cc3)CC2=O)cc1C (centres undefined)	-53.3%	2.7%	5.5%	-15.4	0.4%	-17.8%	-8.4%
Cc1ccc(NC(=S)NCCc2ccc(Cl)cc2)c(C)c1	-40.2%	-17.3%	-3.5%	?	-16.9%	13.2%	3.1%
CC(=O)c1ccc(N2CCN(S(=O)(=O)c3ccc(-c4cnc(C5CC5)o4)cc3)CC2)cc1	-2.4%	-2.3%&-4.1%	5.8%	-11.0	6.8%&-3.1%	-8.1%	3.8%&2.6%
C=C(C)COc1ccc(-c2[nH]ncc2Oc2ccc(OC)cc2)c(O)c1	-59.5%	12.1%	3.5%	-33.0	22.6%	86.8%[activator]	5.8%
NCC/C=C1/c2ccccc2CSc2ccccc21	-5.9%	-0.6%	0.6%	-4.9	-4.0%	8.8%	8.9%
CCOCCCNCc1ccc(OCCC(C)C)c(OC)c1	35.2%	2.0%	-4.3%	-13.4	5.9%	-4.6%	2.1%
O=C(NC1=NCCS1)c1ccc(C(F)(F)F)cc1	-9.6%	-3.3%	-4.3%	81.8	-12.1%	60.6%[activator]	3.7%
CC(C)CC(=O)NS(=O)(=O)c1ccc(NC(=O)c2ccco2)cc1	77.7%[activator]	-5.2%	-11.7%	·	3.3%	-8.6%	4.8%
Cc1cccc(OCCCc2c(C)n[nH]c2C)c1	-0.5%	-6.5%	8.3%	-15.1	0.1%[11.4 µM]	-2.0%	1.1%
COc1ccccc1C(=O)N1CCC(N2CCN(c3ccccc3OC)CC2)CC1	-3.8%	?	-5.1%	-20.0	-0.4%	-10.3%	22.7%

Looked up above:
`CC1=NN(C(C#N)c2c(C)nn(Cc3ccccc3)c2C)C(C)(C)C1` (centres undefined) in HCMV inh is entered as 1.7
`CC(C)CC(=O)NS(=O)(=O)c1ccc(NC(=O)c2ccco2)cc1` in Tb PYK inh is entered as 4.8%
`CSC1=NN(c2ccccc2)CN(c2ccccc2)N1C` in HCMV inh is entered as -26.1

Returning to the listing with the 2 entries that preceded the break.
mol	AmpC no deterg	AmpC detergent	LmPK inhibitor	HCMV inh	Sm TGR block	AMA1-RON2 inh	Tb PYK inh
Cc1cccc(OCCCc2c(C)n[nH]c2C)c1	-0.5%	-6.5%	8.3%	-15.1	0.1%[11.4 µM]	-2.0%	1.1%
COc1ccccc1C(=O)N1CCC(N2CCN(c3ccccc3OC)CC2)CC1	-3.8%	?	-5.1%	-20.0	-0.4%	-10.3%	22.7%
NC(=O)C1CCN(C(=O)c2ccc(F)c(S(=O)(=O)N3CCOCC3)c2)CC1	-6.0%	6.7%	·	-6.8	-1.8%	8.5%	4.4%
COc1ccc(NC(=O)c2c(NC(=O)COc3ccccc3)sc3c2CCC(C)C3)cc1 (centres undefined)	·	4.3%	·	-36.0	-7.5%	·	-4.9%
C[C@@H]1CN([C@@H](C)CO)C(=O)c2cc(Br)cnc2O[C@@H]1CN(C)Cc1ccc(Oc2ccccc2)cc1	·	·	·	5.2	·	-14.4%	-5.9%
Clc1ccccc1-c1ccc(/C=N/Nc2nncc(-c3ccccc3)n2)o1	-32.9%	-7.4%	0.0%	27.9	-1.6%	60.5%[activator]	5.0%
COc1cccc(OCC(O)CN2CCN(c3ccc(F)cc3)CC2)c1 (centres undefined)	31.4%	1.6%	2.7%	0.8	-2.3%	-5.9%	-15.7%
FC(F)Oc1ccccc1/C=N/n1cnc2ccccc21	13.6%	?	1.5%	25.7	12.6%	0.4%	4.6%
COc1cc(C(=O)Nc2ccc3[nH]c(=O)sc3c2)cc(OC)c1OC	·	11.5%	·	11.4	-1.1%	·	-3.5%
Cn1nccc1C(=O)Nc1ccccc1C(=O)O	-11.7%	?	-9.5%	-29.0	0.0%	-10.4%	-14.6%
COc1ccc(-c2csc(N(CC(C)C)C(=O)c3ccco3)n2)cc1	-21.9%	-12.1%	5.8%	-35.4	-13.0%	-0.3%	2.5%
Cc1cccc(N2CCN(C(=O)c3cc4c(=O)n(C)c5ccccc5c4s3)CC2)c1C	·	1.9%	·	17.5	4.6%	·	1.2%
COc1ccc(NC(=O)CN2C(=O)NC3(CCCC3)C2=O)cc1Cl	-1.2%	10.6%	-2.2%	33.1	-26.0%	-5.6%	-1.5%
CCOC(=O)CSc1nnc(CNC(=O)c2ccccc2OC)n1-c1ccc(OC)cc1	51.9%	4.4%	-2.1%	-11.1	1.2%	-2.7%	-1.6%
CC(CCCC(C)(C)O)CC1C2=C(CCCC2=O)OC2=C1C(=O)CCC2 (centres undefined)	64.5%[activator]	1.6%	3.3%	-28.3	-8.2%	-2.6%	-3.7%
Cc1ccc(NC(=O)N2CC3CCCN3c3ccccc32)cc1Cl (centres undefined)	·	-3.2%	·	21.7	-7.8%	·	-11.0%
COC(=O)c1cc(NC(=O)c2ccc(F)cc2)cc(C(=O)OC)c1	-20.0%	7.4%	-5.0%	-24.4	·	3.8%	-8.0%
NS(=O)(=O)c1ccc(NC(=O)COC(=O)C2(c3ccccc3F)CCCC2)cc1	-34.7%	?	0.5%	?	-5.2%	0.0%	-0.2%
O=C(Nc1ccccc1N1CCN(C(=O)c2ccccc2)CC1)c1ccco1	87.0%[activator]	-1.6%	4.5%	-9.4	5.1%	7.7%	0.5%
O=C(NC1CCCCC1)c1ccc(S(=O)(=O)N2CCCCC2)cc1	-22.8%	-13.9%	-0.3%	-26.3	-6.8%	-1.8%	0.6%
Cc1cc(C)c(NC(=O)CNC(=O)c2ccccc2OCc2c(C)noc2C)c(C)c1	-13.7%	?	·	-21.4	-0.9%	-9.8%	0.5%
COC(=O)c1c(NS(=O)(=O)Cc2ccccc2)sc2c1CCCC2	-32.4%	-12.9%	-2.8%	-14.9	0.0%	-1.1%	-1.8%
COc1ccc(C)cc1S(=O)(=O)NC(C)C(=O)Nc1ccc2c(c1)OCO2 (centres undefined)	-13.6%	-2.7%	-2.4%	-6.9	-6.9%	-6.9%	-4.5%
COc1cc(NC(=O)Cn2c(=O)n(CC(=O)NCCc3ccc(OC)c(OC)c3)c(=O)c3sccc32)cc(OC)c1	·	19.2%	·	?	2.4%	·	-2.3%
Cc1ccc(OCCC(=O)OCC(=O)Nc2c(C)nn(-c3ccccc3)c2C)cc1	95.6%[activator]	?	·	-17.0	-8.2%	16.0%	1.2%
Cn1c(N)c(C(=O)CSc2nnc3n2CCCCC3)c(=O)n(C)c1=O	-19.8%	·	·	-23.3	·	0.0%	0.6%

Screens from PubChem.
